# Compound activity as filed in PubChem BioAssay.
# HSF1 activator – increases HSF-1 driven luciferase reporter signal; AID 504408; activation, % at 9 µM; NIH3T3-HGL HSF-1 luciferase reporter, MG132, 8 h; 100% = twice DMSO control signal; hit rate 1.7% among 300,000;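 active = mean replicate activation of at least 50% with a set share of replicates each reaching 50%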;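 also: 0% = median of the neutral control wells and 100% = twice that signal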
# HSP90 inh – blocks HSP90-mediated luciferase refolding in reticulocyte lysate | hit rate 0.91% among 290,000 | AID 1789 | Rabbit reticulocyte lysate, luciferase refolding luminescence, 3 h | inhibition, % at 5.6 µM;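 active = inhibition above the screen-wide mean plus 3 SD, computed separately per campaign, cut at about 16% in these data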;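 also: 0% = DMSO wells and 100% = 60 µM geldanamycin wells; inhibitors lower the luminescence because luciferase stays unfolded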
# GSK3B inh – inhibitors of human GSK3beta kinase; activity score (negative = inhibition), % at 10 µM; P49841; AID 2097; hit rate 0.038% among 300,000; GST-GSK3beta kinase, ADP-Glo luminescence, 60 min; stronger effect = lower value;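 active = more than half of replicate wells score below -50%, meaning over 50% inhibition versus plate controls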;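 also: 0% = median DMSO wells and -100% = median GW8510 positive control wells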
# Target sequence (P49841 whole entry, looked up): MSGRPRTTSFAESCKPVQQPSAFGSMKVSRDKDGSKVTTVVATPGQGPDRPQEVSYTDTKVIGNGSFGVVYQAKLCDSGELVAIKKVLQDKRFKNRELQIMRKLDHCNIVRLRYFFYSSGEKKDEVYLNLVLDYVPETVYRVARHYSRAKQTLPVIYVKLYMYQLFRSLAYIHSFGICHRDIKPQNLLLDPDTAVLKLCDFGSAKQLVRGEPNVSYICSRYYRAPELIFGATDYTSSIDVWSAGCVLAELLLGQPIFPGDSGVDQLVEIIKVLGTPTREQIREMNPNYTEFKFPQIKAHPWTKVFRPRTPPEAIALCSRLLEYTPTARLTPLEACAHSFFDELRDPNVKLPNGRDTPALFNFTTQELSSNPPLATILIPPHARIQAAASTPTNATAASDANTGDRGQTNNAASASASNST
#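 test system = GST-tagged human GSK3beta kinase, cell-free | reagent = 25 µM ATP with peptide substrate | dosing = one dose of 10 µM per compound | schedule = 60 min reaction, RT | detection = luminescent ADP-Glo measurement of ADP formed | control set = DMSO neutral wells and GW8510 at 20 µM as positive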
# aSyn 5UTR inh – 5' untranslated region of α-synuclein, MLPCN primary screen; alpha-synuclein 5'UTR reporter, inhibitor activity; inhibition, % (tested at 7.5 µM); hit rate 0.82% among 300,000; AID 1813; in the data active = inhibition above about 60%;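 also: H4 neuroglioblastoma cells stably carrying SNCA 5'UTR luciferase fusion; 0% = DMSO wells and 100% = positive control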
# AI-2 QS modul – modulators of Vibrio harveyi AI-2 quorum sensing system; activity change, % at 7.5 µM; AID 2094; hit rate 0.4% among 300,000; Vibrio harveyi JMH597 AI-2 luminescence/OD600 ratio, 9 h; stronger effect = lower value; strain lacks LuxN and CqsS sensors; 0 = neutral-control median; in the data active = activity change below about -75%, passing the limit was not always enough;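 also: luminescence divided by OD600 gain over 9 h not by final OD600 alone; inactives centre near 13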
# HSF1 inhib – HSF1 inhibition; NIH3T3-HGL HSE-luciferase, MG132-induced, luminescence 8 h; stronger effect = lower value; AID 2098; hit rate 0.77% among 300,000; activity change, negative = inhibition, % at 7.5 µM (by protocol);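 active = more than half of replicate wells show activity change below -50%, luminescence cut by over half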;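 also: luciferase reports HSF-1 transcriptional activity via heat shock element; 0% = median of DMSO wells and -100% = zero luminescence signal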
# PolyA inh – blocks polyadenylation in yeast reporter cells; S. cerevisiae SKY197-pL101 polyadenylation reporter, beta-gal luminescence; efflux-impaired pdr1/pdr3 knockout yeast; score 100 = 6 SD above DMSO; calls only at 12 µM; hit rate 0.02% among 300,000;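 active = lowest replicate activity score at least 50, where 100 means six control SD above control mean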;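 also: yeast exposed to compound for 9 h at 30 °C; higher score means more reporter readthrough which indicates perturbed polyadenylation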
# IEC-6 tox – counter-screen for KLF5 inhibitors: cytotoxicity in IEC-6 cells; IEC-6 cytotoxicity, luminescence viability; inhibition, % at 5 µM; hit rate 0.78% among 290,000; in the data active = inhibition above about 22%;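 also: 0% = plate median of test compound wells and 100% = cytotoxic reference compound wells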
# GSK3 alpha inh – blocks human GSK-3 alpha kinase. P49840. ADP-Glo luminescence, 60 min. inhibition, % at 10 µM. hit rate 0.1% among 320,000. AID 2650;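 in the data active = inhibition above about 50%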;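 also: GST-tagged GSK-3 alpha with peptide substrate and 25 µM ATP; 0% = DMSO neutral wells and 100% = GW8510 positive control wells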
# Target sequence (P49840 whole entry, looked up): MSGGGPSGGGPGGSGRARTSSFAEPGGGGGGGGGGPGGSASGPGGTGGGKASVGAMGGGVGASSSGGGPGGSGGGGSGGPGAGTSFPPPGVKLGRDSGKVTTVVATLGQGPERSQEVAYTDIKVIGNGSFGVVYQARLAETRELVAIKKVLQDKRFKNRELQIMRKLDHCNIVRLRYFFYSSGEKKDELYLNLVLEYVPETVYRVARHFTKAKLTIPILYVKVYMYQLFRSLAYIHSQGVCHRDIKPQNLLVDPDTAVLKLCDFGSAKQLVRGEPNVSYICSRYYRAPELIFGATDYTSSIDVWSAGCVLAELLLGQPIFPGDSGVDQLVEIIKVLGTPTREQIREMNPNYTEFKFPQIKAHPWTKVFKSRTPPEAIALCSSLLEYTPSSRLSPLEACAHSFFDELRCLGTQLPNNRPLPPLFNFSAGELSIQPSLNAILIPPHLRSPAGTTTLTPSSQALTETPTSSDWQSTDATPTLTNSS
# KLF5 inhibitor – inhibitors of KLF5 expression. DLD-1 KLF5 promoter-luciferase reporter, luminescence. inhibition, % at 5 µM. hit rate 0.23% among 290,000. AID 1700;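 active = inhibition above a per-plate limit of that plate's mean compound inhibition plus 3 SD, cut at about 60% in these data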;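 also: 0% = DMSO wells and 100% = LY294002 at 200 µM; higher means less KLF5 promoter-driven luciferase light; inactives centre near -14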
# * hit, by the source's call; i = inactive; / = no result given. These rows are one share of the data. The share of hits here may be higher or lower than overall.
entry	smiles	HSF1 activator	HSP90 inh	GSK3B inh	aSyn 5UTR inh	AI-2 QS modul
1	O=C1/C(=N\S(=O)(=O)c2cccs2)C([n+]2ccc(CCCc3ccccc3)cc2)=C([O-])c2ccccc21	49	6	-3	91*	1
2	CC1(C)CC(O)CC(C)(C)N1CC(O)COCCOc1ccc(Br)cc1 (stereo unspecified)	0	-1	-2	6	3
3	CN(CC(=O)Nc1cccc(F)c1)C(=O)CCc1nc2sc3c(c2c(=O)[nH]1)CCCC3	0	/	-1	15	6
4	Cc1c(Nc2c3ccccc3nc3ccccc23)c(=O)n(-c2ccccc2)n1C	9	4	-2	-12	2
5	O=C(Nc1ccc(NC(=O)c2cccnc2Cl)cc1)c1cccc(Cl)c1	36	2	1	-102	2
6	O=C(O)C(Cc1c[nH]c2ccccc12)N1C(=O)C2C3c4ccccc4C(c4ccccc43)[C@@H]2C1=O (stereo partly specified)	-5	-8	4	13	13
7	Cc1cccc(NC(=O)c2cc(NC(=O)c3ccco3)ccc2Cl)n1	/	0	/	/	/
8	CCc1ccc2c(c1)C1(NN=C(c3ccc(C)cc3)S1)C(=O)N2 (stereo unspecified)	-16	4	-10	53	-45
9	Cc1cc(=O)[nH]c(SCC(=O)NNC(=O)Cc2ccccc2)n1	6	4	4	11	12
10	O=C(O)c1ccc(NCc2ccc(Br)cc2)cc1	-10	-5	3	-3	-96*

entry	HSF1 inhib	PolyA inh	IEC-6 tox	GSK3 alpha inh	KLF5 inhibitor
1	18	i	0	-1	-40
2	-7	/	2	-1	-21
3	11	i	/	-1	/
4	-3	i	9	-1	2
5	14	i	0	0	-18
6	3	i	-13	-5	-47
7	/	/	-4	0	-24
8	-15	i	-4	0	7
9	-3	i	-5	-1	-13
10	-11	i	2	-2	-22

# Further compounds
entry	smiles	HSF1 activator	HSP90 inh	GSK3B inh	aSyn 5UTR inh	AI-2 QS modul
11	CC(=O)N(c1cccc(C)c1)S(=O)(=O)c1ccc(Cl)cc1	2	2	2	6	14
12	CN(CCO)C(=O)CCC(=O)Nc1ccc(S(N)(=O)=O)cc1	-3	4	-2	5	10
13	O=C(Nc1nnc(-c2ccc(Cl)cc2)o1)c1cccc(N2C(=O)CCC2=O)c1	-12	2	3	9	31
14	CC1Cc2ccccc2N1C(=O)CSc1nc2c(c(=O)n(C)c(=O)n2C)n1Cc1ccc(F)cc1 (stereo unspecified)	-8	0	-1	-1	15
15	COCCOC(=O)C1=C(C)NC(=O)NC1c1c(Cl)nc2c(C)cccn2c1=O (stereo unspecified)	-1	3	-1	-28	23
16	COCCNC(=O)c1cc2oc3ccccc3c2n1C	45	6	0	-99	22
17	Oc1c(N=NC(=S)Nc2ccccc2F)c2ccccc2n1Cc1ccccc1Cl	-3	2	0	87*	25
18	CCCCOCP(=O)(CC)COCCCC	/	-6	1	12	23
19	COC(=O)c1ccc(NC(=O)Cn2c([N+](=O)[O-])cnc2C)cc1	8	1	/	-15	/
20	CCCNC(=O)CN(c1ccc(F)c(Cl)c1)S(C)(=O)=O	5	1	1	-8	31

entry	HSF1 inhib	PolyA inh	IEC-6 tox	GSK3 alpha inh	KLF5 inhibitor
11	0	i	-2	2	0
12	-3	i	-4	3	-16
13	-10	i	0	-2	1
14	-1	i	-5	1	-32
15	-4	i	0	-7	-40
16	18	i	-1	-16	-80
17	-5	/	-1	1	-11
18	/	i	-3	3	-26
19	-6	i	4	0	-2
20	3	i	-3	0	24

# Results in sequence from the list:
# IEC-6 tox, nos. 16–19: -1, -1, -3, 4
# HSF1 activator, nos. 16–19: 45, -3, /, 8
# GSK3 alpha inh, nos. 16–19: -16, 1, 3, 0

# Whole records from above. Values in the order: HSF1 activator, HSP90 inh, GSK3B inh, aSyn 5UTR inh, AI-2 QS modul, HSF1 inhib, PolyA inh, IEC-6 tox, GSK3 alpha inh, KLF5 inhibitor
# CC1Cc2ccccc2N1C(=O)CSc1nc2c(c(=O)n(C)c(=O)n2C)n1Cc1ccc(F)cc1 (stereo unspecified) in the list: -8, 0, -1, -1, 15, -1, i, -5, 1, -32
# COC(=O)c1ccc(NC(=O)Cn2c([N+](=O)[O-])cnc2C)cc1 in the list: 8, 1, /, -15, /, -6, i, 4, 0, -2
# COCCNC(=O)c1cc2oc3ccccc3c2n1C in the list: 45, 6, 0, -99, 22, 18, i, -1, -16, -80
# COCCOC(=O)C1=C(C)NC(=O)NC1c1c(Cl)nc2c(C)cccn2c1=O (stereo unspecified) in the list: -1, 3, -1, -28, 23, -4, i, 0, -7, -40
# CCCNC(=O)CN(c1ccc(F)c(Cl)c1)S(C)(=O)=O in the list: 5, 1, 1, -8, 31, 3, i, -3, 0, 24

# Going on with the list.
entry	smiles	HSF1 activator	HSP90 inh	GSK3B inh	aSyn 5UTR inh	AI-2 QS modul
21	CC1(C)CC(=O)C2=C(C1)NC(=O)CC2c1cccc(F)c1 (stereo unspecified)	20	6	0	16	16
22	CCN(CC)S(=O)(=O)c1cc(NC(=O)C(C)Nc2ccccc2N2CCOCC2)ccc1C (stereo unspecified)	6	3	3	14	39
23	C/C=C\C=C/C(=O)Nc1cccc(C2=NOC3(C2)C[C@@H](C(N)=O)N(C(=O)COc2ccc(Cl)cc2)C3)c1 (stereo partly specified)	/	/	0	4	35
24	Oc1c(Br)cc2oc3c(c2c1CNCc1ccccc1)CCCC3	-2	-1	0	5	-20
25	O=C(OCCN1CCOCC1)C(c1ccccc1)c1ccccc1	11	-2	0	13	10
26	Cc1cc(NC(=O)c2cc3nc(C4CC4)cc(C(F)(F)F)n3n2)no1	-4	0	0	-38	30
27	COc1ccccc1CN1C[C@@H]2C[C@@H](c3ccc(C)cc3)N3CCC[C@@]23C1=O	-5	3	3	-6	26
28	COc1ccc(-n2cc(CNCCN3CCOC3=O)c(-c3ccccc3Cl)n2)cc1	-9	0	0	2	7
29	COc1cccc(C(=O)NC(=S)Nc2ccc([N+](=O)[O-])cc2C)c1	19	-2	0	-51	15
30	Cc1cc(O)c(-c2cc(C(=O)NCCc3ccc(S(N)(=O)=O)cc3)[nH]n2)cc1C	1	2	0	-13	20

entry	HSF1 inhib	PolyA inh	IEC-6 tox	GSK3 alpha inh	KLF5 inhibitor
21	12	i	1	2	-19
22	2	i	-2	-3	-7
23	-1	i	/	0	/
24	-5	i	-5	-1	-26
25	2	i	-19	-1	-5
26	-7	i	-3	-3	12
27	0	i	3	-3	11
28	10	i	-8	0	-1
29	4	i	-3	0	-14
30	-3	i	2	0	10

# Next part.
entry	smiles	HSF1 activator	HSP90 inh	GSK3B inh	aSyn 5UTR inh	AI-2 QS modul
31	COc1ccc(S(=O)(=O)N2CCCCCC2)cc1C(=O)N(C)CC(=O)Nc1ccccc1Cl	4	/	1	3	2
32	CCOC(=O)c1c(-c2ccc(F)cc2)csc1NC(=O)CN1C(=O)NC2(CCCCC2C)C1=O (stereo unspecified)	14	1	4	28	20
33	Cc1cc(C)cc(NC(=O)c2ccc(CNc3c(N4CCCC4)c(=O)c3=O)cc2)c1	-26	6	-1	8	19
34	COc1cccc(C(=O)NC(C)C(c2cccs2)N2CCOCC2)c1 (stereo unspecified)	4	0	-1	-6	4
35	CC(C)c1ccc(C2NC(=O)NC3=C2CCc2ccccc23)cc1 (stereo unspecified)	-29	0	3	16	16
36	CCn1cc(C(=O)N[C@@H](CC(C)C)C(=O)NCCCn2ccnc2)c(=O)c2cc3c(cc21)OCO3	-29	1	0	-19	-2
37	CCCOc1ccc(C2C(C(=O)/C=C/c3ccco3)=C(O)C(=O)N2CCN2CCOCC2)cc1OC (stereo unspecified)	12	-2	-4	-14	-8
38	COC(=O)Cn1ccc2cc(S(=O)(=O)N3CCCCC3)ccc21	13	0	-2	12	24
39	COCCNC(=O)CN(C(=O)CCC(=O)Nc1ccccn1)c1ccc(F)cc1	-2	-1	-1	-13	4
40	O=C(COC(=O)CCOc1ccccc1)Nc1cc(S(=O)(=O)N2CCCCC2)ccc1Cl	-10	/	-1	-9	14
41	COCCN(C(=S)Nc1cccc(Cl)c1C)C(C)c1ccco1 (stereo unspecified)	-2	1	0	0	9
42	CCc1nnc(SCC(=O)Nc2ccc(N3CCN(S(C)(=O)=O)CC3)cc2)o1	4	-4	1	-12	26

entry	HSF1 inhib	PolyA inh	IEC-6 tox	GSK3 alpha inh	KLF5 inhibitor
31	6	i	/	-5	/
32	12	i	-1	/	-4
33	-5	i	-8	-3	3
34	-2	i	1	1	-18
35	-25	i	9	-1	11
36	-9	i	3	4	9
37	0	i	-5	-2	-32
38	2	i	-4	-3	-37
39	-3	i	-1	0	2
40	5	i	/	4	/
41	1	i	6	-2	-12
42	10	i	-12	0	-21
